TNAP inh hiacc: blocks human TNAP under high phosphate acceptor concentration | P05186 | purified TNAP, CDP-star luminescence, 1 M DEA | inhibition, % at 20 µM | 0.03% of 200,000 active | AID 1135;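 active = over 50% inhibition of tissue-nonspecific alkaline phosphatase at 20 µM in the single-dose screen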;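 note: plate controls were DMSO wells for no effect and EDTA-quenched wells as full inhibition for full effect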
bIAP inhibitor: blocks bovine intestinal alkaline phosphatase activity. purified bovine IAP, CDP-star luminescence, 30 min. 190,000 tested, under 10 active. inhibition, % at 20 µM;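 active = over 50% inhibition of intestinal alkaline phosphatase at 20 µM in the single-dose screen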
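Assay system – bovine IAP enzyme · Quantity – bovine IAP at 1/65,000,000 final dilution · Detection – CDP-star luminescence signal · Times – 30 min reaction at room temperature · Also added – CDP-star substrate at 30 µM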
TNAP act hi DEA: activators of human TNAP at high phosphate acceptor concentration; 200,000 tested, under 10 active; purified TNAP, CDP-star luminescence, 1 M DEA, 30 min; active compounds read high; 0 = EDTA background, 1 = DMSO-only activity; activation factor at 20 µM; P05186; AID 1136;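 active = activation factor at least 2 at 20 µM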
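Dosing: 20 µM single point. System: human TNAP. Amount: TNAP 1/800 final. Incubation: 30 min, room temperature. Read-out: TNAP activation factor scaled between EDTA and DMSO control wells. Signal: luminescence from CDP-star hydrolysis. Medium: 1 M DEA, pH 9.8, Mg2+, Zn2+. Control set: EDTA negative control, DMSO positive control.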
bIAP act: intestinal alkaline phosphatase (bovine) activation | purified bovine IAP, CDP-star luminescence, 30 min; active compounds read high; fold of DMSO-control signal, blank-subtracted | activation factor at 20 µM | 0.17% of 200,000 active | AID 1016;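 active = activation factor of 2 or more at 20 µM, a signal rise over negative controls twice the positive control's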
PPARg SRC-3 ag: PPARgamma-driven SRC-3 recruitment agonism; P37231; biochemical PPARgamma/SRC-3 coactivator recruitment assay; activation, % at 8 µM; 0.26% of 200,000 active; in the data active = activation above about 23%;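 note: 0% = DMSO and 100% = reference agonist; some compounds past the cut are filed as inactive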
Target sequence (P37231 whole entry, looked up): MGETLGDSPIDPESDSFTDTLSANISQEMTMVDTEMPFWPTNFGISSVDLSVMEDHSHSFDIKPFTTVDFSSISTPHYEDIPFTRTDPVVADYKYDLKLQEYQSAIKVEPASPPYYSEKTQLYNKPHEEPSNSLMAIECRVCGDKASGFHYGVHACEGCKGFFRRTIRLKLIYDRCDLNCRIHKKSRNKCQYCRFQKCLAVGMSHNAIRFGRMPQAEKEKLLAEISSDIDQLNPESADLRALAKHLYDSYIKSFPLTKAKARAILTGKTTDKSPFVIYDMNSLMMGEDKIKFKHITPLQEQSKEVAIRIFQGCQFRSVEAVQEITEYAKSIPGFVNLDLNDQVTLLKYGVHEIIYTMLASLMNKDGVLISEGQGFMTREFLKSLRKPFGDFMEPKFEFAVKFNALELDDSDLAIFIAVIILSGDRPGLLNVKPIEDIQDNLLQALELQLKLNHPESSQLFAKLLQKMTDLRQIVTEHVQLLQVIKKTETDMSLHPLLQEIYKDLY
TR-FRET SRC-2 ct: counter-screen for PPARgamma SRC-2 recruitment agonists: TR-FRET artefact | active compounds read high | TR-FRET ratio at 8 µM | 0.4% of 200,000 active; in the data active = TR-FRET ratio above about 2000; note: inactives centre near 1500
Efa HMGR inh: blocks class II HMG-CoA reductase of Enterococcus faecalis; purified E. faecalis HMGR, NADPH absorbance 340 nm kinetic; inhibition, % at 10 µM; 0.41% of 190,000 active;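 active = inhibition above a set limit, the median over all tested compounds plus 3 SD, cut at about 9.5% in these data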;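 note: enzyme runs in reverse so mevalonate oxidation gives rising NADPH absorbance; 0% = complete reaction with DMSO and 100% = background rate lacking mevalonate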
TNAP inh no acc: TNAP (human) inhibition, acceptor-free conditions; P05186; purified TNAP, CDP-star luminescence, 30 min; inhibition, % at 20 µM; 0.26% of 200,000 active; AID 1012;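 active = tissue-nonspecific alkaline phosphatase inhibition above about 50% at 20 µM in the single-dose screen, limit read from the data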;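 note: 0% = DMSO negative control and 100% = EDTA positive control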
PPARg SRC-1 ag: PPARgamma-driven SRC-1 recruitment agonism | P37231 | PPARgamma-SRC-1 coactivator recruitment biochemical assay | activation, % at 8 µM | 0.41% of 200,000 active | AID 631; in the data active = activation above about 19%;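 note: 0% = DMSO and 100% = reference agonist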
PPARg SRC-2 ag: PPARgamma-driven SRC-2 recruitment agonism; PPARgamma LBD-SRC-2 recruitment, biochemical; activation, % at 8 µM; 0.34% of 200,000 active; in the data active = activation above about 22%;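 note: 0% = vehicle and 100% = reference agonist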
The depositor's hits bear a star.

SMILES	TNAP inh hiacc	bIAP inhibitor	TNAP act hi DEA	bIAP act	PPARg SRC-3 ag	TR-FRET SRC-2 ct	Efa HMGR inh	TNAP inh no acc	PPARg SRC-1 ag	PPARg SRC-2 ag
COc1ccc(CN2CCCC(C(=O)c3ccc(SC)cc3)C2)cc1Cn1cccn1 (stereo not given)	-2	4	1	1	-3	1542	-1	-5	8	-4
O=C(O)COc1ccc(/C=N/n2c(COc3ccccc3)nc3ccccc3c2=O)cc1	2	3	1	1	3	1630	-10	-13	16	3
O=C(CCNC(=O)c1ccccc1)OCN1C(=O)c2ccccc2C1=O	1	-3	1	1	-2	1595	1	-6	1	8
O=C(CN1CCN(C2CCCCC2)CC1)c1ccc2cc[nH]c2c1	0	-3	1	1	-3	1468	-2	-8	6	1
Cc1nc(C)c(C(=O)N/N=C/c2c[nH]c3ccccc23)s1	-4	18	1	0.8	5	1681	0	-12	2	6
NC(=O)C1CCN(C(=O)c2ccc3c(=O)n(Cc4ccco4)c(SCC(=O)c4ccc(F)cc4)nc3c2)CC1	-8	-15	1.1	1.1	0	1633	0	-20	4	3
O=c1[nH]ncc(NCc2ccc(Cl)cc2)c1Cl	-8	1	1.1	1	-2	1427	0	-11	-1	0
O=C(CN1CCN(S(=O)(=O)c2ccc(Br)cc2)CC1)N/N=C/c1cccnc1	-2	10	1	0.9	-1	1638	-1	14	4	4
CCOc1ccc(Br)cc1S(=O)(=O)N1CCCC1	-6	12	1.1	0.9	14	1442	-5	-9	-1	13
Cc1cccc(N2CCN(C(=O)c3cc4c(=O)n(C)c5ccccc5c4n3C)CC2)c1C	-7	6	1.1	0.9	-3	1606	1	-17	9	0
COc1ccccc1NS(=O)(=O)c1ccc(NC(C)=O)cc1	-3	10	1	0.9	-1	1352	-2	-7	1	-6
CC(=O)[C@@]1(O)CC[C@H]2[C@@H]3C[C@H](C)C4=CC(=O)C=C[C@]4(C)[C@@]3(F)[C@@H](O)C[C@@]21C	2	4	1	1	3	1437	-8	-4	5	-1
CCOC(=O)C(=CNc1ccc2c(c1)nnn2-c1ccc(Cl)cc1)C(=O)OCC	-8	9	1.1	0.9	0	1581	-5	-14	2	1
CC(C)C[C@H](NC(=O)OC(C)(C)C)c1nnc(SCc2ccccc2)o1	-3	2	1	1	2	1666	1	-8	14	7
O=Cc1ccc(-n2cccn2)cc1	1	-4	1	1	4	1577	-3	-7	-1	10
COc1ccc(C2C(C(=O)N3CCN(c4ccccc4)CC3)c3ccccc3C(=O)N2C)cc1 (stereo not given)	-7	9	1.1	0.9	6	1679	0	-7	3	13
O=C1Nc2ccc([N+](=O)[O-])cc2OC1CCN1CCN(Cc2ccc3c(c2)OCO3)CC1 (stereo not given)	6	8	0.9	0.9	-1	1241	2	0	-10	4
CCc1nnc(NC(=O)c2ccc(OC)cc2OC)s1	2	4	1	1	4	1461	-1	-7	-1	0
Cc1ccc(-c2c(C)n([O-])c3c([n+]2=O)CCCC3)cc1	3	11	1	0.9	3	1638	-5	-5	5	9
CC(C)OCCCNC(=S)Nc1ccc2nc3n(c(=O)c2c1)CCCCC3	-6	1	1.1	1	3	1583	1	-12	0	-8
CCOC(=O)c1cnc2c(Cl)cc(Cl)cc2c1NCCOCCO	0	0	1	1	6	1622	-4	-4	-4	1
CCCn1c(SCC(=O)Nc2ccc(Cl)cc2)n[nH]c1=O	3	1	1	1	1	1599	-4	6	2	3
N#CC1(C#N)C(c2ccccc2)OC23CCCCCC2C1(C#N)C(=N)O3 (stereo not given)	0	-12	1	1.1	1	1585	-3	15	4	-4
N=c1c(C(=O)NCc2ccco2)cc2c(=O)n3ccccc3nc2n1CCc1ccccc1	-3	20	1	0.8	9	1659	-5	-7	11	12
CN1CCN(S(=O)(=O)c2ccc(NC(=O)c3ccc(Br)s3)cc2)CC1	-5	3	1.1	1	8	1440	-2	-10	2	8
Cc1ccc(C)c(C(=O)CN2C(=O)NC3(CCC(C)CC3)C2=O)c1 (stereo not given)	1	0	1	1	-4	1403	-1	-2	-2	-11
CC(=O)C1=C(C)NC(=O)NC1c1cccc(O)c1 (stereo not given)	1	10	1	0.9	-4	1391	-1	-7	-5	7
COC(=O)c1ccc(COC(=O)c2c(C)nn(Cc3ccccc3Cl)c2Cl)o1	0	-5	1	1.1	4	1445	-5	-6	5	0
CCC(=O)Nc1cccc(NC(=S)NC(=O)c2ccc(Cl)cc2)c1	-1	-26	1	1.3	-3	1630	-1	-4	-1	-9
CCCSc1nnc(NC(=O)Nc2ccccc2)s1	2	15	1	0.8	-3	1530	3	0	-3	-1
CCOC(=O)C1C(c2ccc(O)c(O)c2)NC(=S)NC1(O)C(F)(F)F (stereo not given)	1	-1	1	1	1	1478	-1	12	1	-1
Cc1ccc2oc(=O)c3cnn(CC(=O)NC4CCN(Cc5ccccc5)CC4)c3c2c1	-3	12	1	0.9	16	1492	-6	-13	-8	-4
COc1ccc(CCNC(=O)CCNS(=O)(=O)c2cccc3nsnc23)cc1OC	-3	-9	1	1.1	0	1443	0	-13	-2	8
COc1ccc(N2CCN(S(=O)(=O)c3cccs3)CC2)cc1	2	17	1	0.8	0	1206	1	-8	-6	-5
Cc1ccc(COc2ccsc2C(=O)O)cc1	-2	-6	1	1.1	6	1474	-8	-10	-5	3
CCOC(=O)c1sc(N)nc1-c1ccccc1	2	-21	1	1.2	-2	1474	-2	-3	3	-6
CCOC(=O)c1c(C(C#N)C#N)cc(C)nc1C	-4	0	1	1	-6	1393	-1	5	-7	-7
O=C(/C=C/c1cccc([N+](=O)[O-])c1)OC1CCCCC1=O (stereo not given)	-3	-2	1	1	4	1534	-4	-9	5	8
COC(=O)c1sc2nc(CN3CCN(c4cccc(C(F)(F)F)c4)CC3)[nH]c(=O)c2c1C	-4	4	1	1	3	1574	-14	-19	4	5
CCn1c(SCC(=O)Nc2nccs2)nnc1-c1ccccc1	3	16	1	0.8	-6	1300	-3	-3	2	4
Cc1sc(NC(=O)c2ccc(=O)n(C)n2)nc1-c1ccccc1	5	-17	1	1.2	0	1430	-4	2	5	-3
CC(=O)SCC(Cc1ccccc1)C(=O)NCC(=O)OCc1ccccc1 (stereo not given)	2	14	1	0.9	1	1403	3	-4	-4	-10
c1ccc(-c2ccnc3ncnn23)nc1	2	1	1	1	-8	1421	-1	-2	-5	-11
CC(C)(C)c1nc(CN2CCCCC2)cc(CN2CCCCC2)c1O	-4	-7	1	1.1	-6	1565	-5	-9	-8	-7
Nc1nc2c(s1)COc1ccccc1-2	-2	14	1	0.9	8	1621	-3	-11	7	2
O=C1/C(=C\c2ccc3ccccc3c2)CCCc2ccccc21	-1	4	1	1	4	1666	-10	-8	1	-2
Cc1ccc(Nc2nnc(SCC(=O)NC3CCS(=O)(=O)C3)s2)c(C)c1 (stereo not given)	-5	-2	1.1	1	-2	1363	-10	-11	0	6
O=c1cc2c(nn1Cc1ccc(Cl)cc1Cl)-c1ccccc1CC2	-1	19	1	0.8	-4	1438	-2	-1	0	5
CCc1ccc(/C=c2\s/c(=C\C(=O)C(C)(C)C)[nH]c2=O)cc1	4	12	1	0.9	6	1661	8	6	0	-2
CN1CCN(NC(=O)CN2C(=O)/C(=C/c3c(Cl)cccc3Cl)SC2=S)CC1	1	-17	1	1.2	2	1601	-5	25	-9	0
O=C(O)c1ccc(Sc2nnnn2-c2ccccc2)c([N+](=O)[O-])c1	-6	-1	1.1	1	-9	1541	-6	-8	0	-1
Cn1c(N2CCN(C(=O)NC34CC5CC(CC(C5)C3)C4)CC2)nc2ccccc21	-1	0	1	1	14	1448	-1	-4	7	4
Cc1cccn2cc(-c3ccc(Cl)cc3)nc12	5	-6	0.9	1.1	3	1746	2	-8	0	2
O=C1CC(NCc2ccc3c(c2)OCO3)C(=O)N1CCc1ccccc1 (stereo not given)	-6	2	1.1	1	2	1565	-4	-6	-13	-6
O=C(CSc1nnc(CNC(=O)c2c(F)cccc2Cl)o1)NCc1ccc2c(c1)OCO2	-1	5	1	1	-4	1349	-1	-7	-1	-3
Cc1cccc[n+]1CC(=O)Nc1cccc([N+](=O)[O-])c1	-6	-6	1.1	1.1	5	1512	0	-11	5	2
c1ccc(Nc2nc3ccccc3o2)cc1	-3	19	1	0.8	-6	1607	-2	-9	-1	-6
Cc1cc(/C=N/NC(=O)Cn2c3ccccc3c(=O)c3ccccc32)c(C)n1-c1ccccc1	-1	2	1	1	3	1700	-2	1	3	9
COc1cccc2c(=O)n(CC(=O)N3CCN(c4ccccc4)CC3)ccc12	2	4	1	1	2	1588	4	-7	5	3

Among those listed so far, these have an aryl methoxy group:
SMILES	TNAP inh hiacc	bIAP inhibitor	TNAP act hi DEA	bIAP act	PPARg SRC-3 ag	TR-FRET SRC-2 ct	Efa HMGR inh	TNAP inh no acc	PPARg SRC-1 ag	PPARg SRC-2 ag
COc1ccc(CN2CCCC(C(=O)c3ccc(SC)cc3)C2)cc1Cn1cccn1 (stereo not given)	-2	4	1	1	-3	1542	-1	-5	8	-4
COc1ccccc1NS(=O)(=O)c1ccc(NC(C)=O)cc1	-3	10	1	0.9	-1	1352	-2	-7	1	-6
COc1ccc(C2C(C(=O)N3CCN(c4ccccc4)CC3)c3ccccc3C(=O)N2C)cc1 (stereo not given)	-7	9	1.1	0.9	6	1679	0	-7	3	13
CCc1nnc(NC(=O)c2ccc(OC)cc2OC)s1	2	4	1	1	4	1461	-1	-7	-1	0
COc1ccc(CCNC(=O)CCNS(=O)(=O)c2cccc3nsnc23)cc1OC	-3	-9	1	1.1	0	1443	0	-13	-2	8
COc1ccc(N2CCN(S(=O)(=O)c3cccs3)CC2)cc1	2	17	1	0.8	0	1206	1	-8	-6	-5
COc1cccc2c(=O)n(CC(=O)N3CCN(c4ccccc4)CC3)ccc12	2	4	1	1	2	1588	4	-7	5	3

Screens as filed in PubChem.
